Apoferritin bind – binds horse apoferritin like a general anesthetic. 350,000 tested, 0.074% active. apoferritin/1-aminoanthracene competitive binding, fluorescence. Potency, µM (series often up to 77.5 µM), without a hit: at the top dose activity change, negative = displacement, actives largely listed as inhibitors. AID 485281; note: potency is the fitted concentration of half-maximal effect; % is set by controls: 0 for no effect and ±100 for the full control effect; nearly all actives have a fitted effect of over 20% in size
Target sequence (P02791 2-175 limits assumed): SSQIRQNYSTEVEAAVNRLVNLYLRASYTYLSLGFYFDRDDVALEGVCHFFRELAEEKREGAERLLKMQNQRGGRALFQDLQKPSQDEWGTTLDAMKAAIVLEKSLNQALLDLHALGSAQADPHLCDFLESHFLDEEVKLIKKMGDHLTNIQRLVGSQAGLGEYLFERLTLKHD
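In PBS, apoferritin at 10 uM is loaded with 1-AMA from a 50% saturated solution. After 10 min of compound exposure at ambient temperature, reduced 535 nm fluorescence indicates probe displacement.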
Pol eta inh – blocks human DNA polymerase eta activity. Potency, µM (titrated, usually from 114 µM), for the others: top-dose activity change, negative = inhibition, hits mostly inhibitors. Q9Y253. recombinant Pol eta, fluorescent DNA replication assay. AID 588591. 390,000 tested, 1.2% active; note: potency is the fitted concentration of half-maximal effect; % is set by controls: 0 for no effect and ±100 for the full control effect
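Pol eta at 10 nM preincubated with compounds 15 min at room temperature; reaction started with fluorescent substrate (50 nM final) and read kinetically at 0 and 10 min.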
PGK inhibitor – inhibitors of T. brucei phosphoglycerate kinase. PGK/GAPDH coupled, Kinase-Glo luminescence, 60 min. Potency, µM (highest dose often 57.5 µM), inactives show at the top dose activity change, negative = inhibition, usual class: inhibitors. 380,000 tested, 0.043% active; note: potency is the fitted concentration of half-maximal effect; % is set by controls: 0 for no effect and ±100 for the full control effect; nearly all actives have a fitted effect of over 60% in size
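Recombinant glycosomal PGK reaction used 1,3-bisphosphoglycerate generated in-well by GAPDH (100nM final) in 100mM TEA pH 7.6, 5mM MgCl2, 0.01% Tween-20. After 60 minutes at room temperature, ATP was read by Kinase-Glo Plus luminescence end-point.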
APE1 inh – inhibitors of human APE1 endonuclease | 350,000 tested, 0.35% active | Potency, µM (highest dose often 65.8 µM), without a hit: top-dose activity change, negative = inhibition, actives largely listed as inhibitors | P27695 | AID 2517 | recombinant APE1, TAMRA/BHQ-2 abasic DNA cleavage fluorescence;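 note: potency is the fitted concentration of half-maximal effect; plate controls were vehicle for no effect and reference inhibitor for full effect; nearly all actives have a fitted effect of over 55% in size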
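Compound pre-exposure to 0.75 nM APE1, 15 min at ambient temperature. Reaction initiated with 50 nM TAMRA/BHQ-2 THF substrate, read immediately in kinetic mode, 525 nm excitation, 598 nm emission.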
POLK inh – inhibitors of human DNA polymerase kappa; Q9UBT6; purified Pol kappa, fluorescent DNA synthesis assay, 10 min; Potency, µM (top dose mostly 107 µM), inactives show at the top dose activity, negative = inhibition, hits mostly inhibitors; 400,000 tested, 0.53% active; AID 588579; note: potency is the fitted concentration of half-maximal effect; % is set by controls: 0 for no effect and ±100 for the full control effect
Target sequence (Q9UBT6 whole entry, looked up): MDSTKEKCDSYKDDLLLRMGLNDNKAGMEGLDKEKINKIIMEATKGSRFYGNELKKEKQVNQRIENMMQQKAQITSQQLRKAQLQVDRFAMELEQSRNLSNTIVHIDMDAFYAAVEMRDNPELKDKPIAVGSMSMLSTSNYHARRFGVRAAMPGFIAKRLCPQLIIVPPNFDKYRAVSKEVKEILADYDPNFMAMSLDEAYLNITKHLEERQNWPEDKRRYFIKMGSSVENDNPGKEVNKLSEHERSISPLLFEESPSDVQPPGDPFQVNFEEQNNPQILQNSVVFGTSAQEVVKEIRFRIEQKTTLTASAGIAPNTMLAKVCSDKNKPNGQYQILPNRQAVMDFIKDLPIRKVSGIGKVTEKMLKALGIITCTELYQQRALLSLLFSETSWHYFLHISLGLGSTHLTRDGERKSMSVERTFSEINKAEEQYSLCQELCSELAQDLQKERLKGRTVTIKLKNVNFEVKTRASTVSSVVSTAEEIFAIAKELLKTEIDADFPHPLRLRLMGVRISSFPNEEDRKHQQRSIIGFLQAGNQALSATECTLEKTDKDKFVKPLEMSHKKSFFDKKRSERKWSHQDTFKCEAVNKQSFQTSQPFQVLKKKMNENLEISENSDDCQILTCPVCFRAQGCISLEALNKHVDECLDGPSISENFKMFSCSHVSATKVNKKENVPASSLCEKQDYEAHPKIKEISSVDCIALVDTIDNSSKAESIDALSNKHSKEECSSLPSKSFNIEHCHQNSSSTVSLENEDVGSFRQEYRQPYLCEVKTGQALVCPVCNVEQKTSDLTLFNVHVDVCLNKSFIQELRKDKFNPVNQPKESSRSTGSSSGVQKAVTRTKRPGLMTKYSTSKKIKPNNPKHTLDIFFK
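Enzyme at 10 nM met test compounds for 15 min at room temperature. Substrate addition (50 nM final) began the reaction, which was monitored by fluorescence at 0 and 10 min.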
Pol iota inh – blocks human DNA polymerase iota activity. Pol iota fluorescent replication assay, 10 min. Potency, µM (series often up to 115 µM), inactives show at the top dose activity, negative = inhibition, usual class: inhibitors. 390,000 tested, 1% active. Q9UNA4; note: potency is the fitted concentration of half-maximal effect
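Fluorescent replication assay read twice, at 0 min and 10 min after adding 50 nM (final) substrate. Enzyme (10 nM) and compounds were first incubated 15 min at room temperature; enzyme-free buffer wells were negative controls.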
RXFP1 antag – blocks the human relaxin receptor RXFP1 | HEK293-RXFP1, relaxin-stimulated cAMP HTRF, 30 min; hits give low values | AID 1259400 | 350,000 tested, 0.59% active | Q9HBX9 | activity change, negative = inhibition, % at 57.5 µM;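 active = activity change of -60% or lower, but not beyond a set lower limit; inconclusive = change between -60% and -40%, or beyond the set limit; inactive = change above -40%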; note: % is set by controls: 0 for no effect and ±100 for the full control effect
BLM inh – blocks DNA unwinding by human BLM helicase. recombinant BLM DNA unwinding, fluorescence dequenching. P54132. Potency, µM (highest dose often 56.1 µM), inactives show at the top dose activity change, negative = inhibition, actives largely listed as inhibitors. AID 2528. 350,000 tested, 0.2% active;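 note: potency is the fitted concentration of half-maximal effect; plate controls were vehicle for no effect and no enzyme for full effect; nearly all actives have a fitted effect of over 35% in size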
POLB inh – inhibitors of human DNA polymerase beta; 340,000 tested, 1.3% active; Pol beta primer extension/strand displacement, fluorescence kinetic; Potency, µM (doses to about 114 µM), for the others: at the highest dose activity change, negative = inhibition, hits mostly inhibitors; note: potency is the fitted concentration of half-maximal effect; % is set by controls: 0 for no effect and ±100 for the full control effect
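Preincubation: enzyme (10 nM) with compound, 15 min, RT. Reaction: substrate added to 50 nM final. Reads: 0 and 10 min. Analysis: normalized, Hill fit.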
* = called active by the depositor; i = inactive; ? = inconclusive; nt = no result given; [ ] = dose if it differs, or a comment. Unless noted, calls come from the whole dose curve; as a rule, active = well fitted curve in the direction sought with a large enough effect; inconclusive = small, poorly fitted or top-dose-only effect, or another doubt; inactive = no such curve, though single readings can be large; an effect the other way counts as inactive or inconclusive. A portion of the library (hit frequency here may not be typical).

item | compound | Apoferritin bind | Pol eta inh | PGK inhibitor | APE1 inh | POLK inh
1 | O=C(NCC(=O)N(c1ccccc1F)C(C(=O)NCC1CCCO1)c1ccccc1)c1ccco1 (stereo not given) | -17% | -3% | -5% | -3% | -8%
2 | COc1cccc(NC(=S)N2CCn3c(nc4ccccc43)C2)c1 | -10% | -16% | -6% | 1% | 8%[60.1 µM]
3 | NS(=O)(=O)c1cccc(Nc2nc3ccccc3nc2NS(=O)(=O)c2ccc(Cl)cc2)c1 | nt | ? | -5% | 14% | -12%
4 | Cc1ccc(C)c(NC(=O)CSc2sc3c(O)cc(=O)[nH]c3c2C#N)c1 | -14% | 20µM* | -5% | 30%[12.4 µM] | ?
5 | Clc1ccc(C2=Nn3c(nnc3-c3n[nH]c4c3CCC4)SC2)cc1Cl | 5% | -7% | -7% | -5% | -12%
6 | CC(C)c1cc(Nc2cccc(O)c2)cc(C(C)C)c1O | -23% | nt | nt | 0% | nt
7 | O=C(Oc1ccccc1Cl)c1ccc(-n2cncn2)nc1 | -15% | -17% | -10% | -2% | 0%
8 | O=C(O)Cn1nc(-c2ccccc2)oc1=O | -11% | -11% | -1% | 2% | -1%
9 | COc1ccccc1/C=C/CN1CCC(n2nccc2NC(=O)C2CC2)CC1 | -16% | 0% | -2% | 33% | -3%
10 | O=C(CSc1nnc(-c2ccccc2F)o1)NC1CCCCC1 | 0% | -10% | -3% | 4% | 11%
11 | O=C(CSc1ccc(-c2ccc(F)cc2)nn1)NCCc1ccccc1 | -6% | 11% | 0% | 13% | 1%
12 | Nn1c(SCC(=O)NC2CCCc3ccccc32)nnc1-c1ccc(Cl)cc1Cl (stereo not given) | 4% | nt | nt | -6% | nt
13 | CC(=O)Nc1ccc(S(=O)(=O)N2CCN(CCC#N)CC2)cc1 | 0% | -10% | -5% | 3% | -1%
14 | CCOc1ccccc1N(C)C(=O)c1ccc2c(=O)n3c(nc2c1)CCCCC3 | -2% | 6% | -5% | -1% | -5%
15 | CCCCNC(=O)/C=C1\Sc2ccccc2NC1=O | 103%[activator] | -19% | 0% | 1% | 2%

item | Pol iota inh | RXFP1 antag | BLM inh | POLB inh
1 | -43% | -1 | -1% | ?
2 | -7% | -4 | -15% | 1%
3 | 14% | -34 | nt | nt
4 | 28µM* | -16 | -8% | ?
5 | 2% | -6 | 2% | 5%
6 | nt | nt | -7% | 3%
7 | 1% | -6 | 0% | 24%
8 | 3% | -7 | -6% | -9%
9 | 27% | 7 | 0% | 0%
10 | 21% | 1 | 0% | 30%
11 | 141%[activator] | -7 | -3% | 0%
12 | nt | nt | 3% | 14%[57.1 µM]
13 | 4% | -4 | -2% | 0%
14 | 14% | -22 | -2% | 40%[activator]
15 | 0% | -12 | 1% | 2%

Full records from above. Order of values: Apoferritin bind | Pol eta inh | PGK inhibitor | APE1 inh | POLK inh | Pol iota inh | RXFP1 antag | BLM inh | POLB inh
COc1cccc(NC(=S)N2CCn3c(nc4ccccc43)C2)c1 reads -10% | -16% | -6% | 1% | 8%[60.1 µM] | -7% | -4 | -15% | 1%
Nn1c(SCC(=O)NC2CCCc3ccccc32)nnc1-c1ccc(Cl)cc1Cl (stereo not given) reads 4% | nt | nt | -6% | nt | nt | nt | 3% | 14%[57.1 µM]
NS(=O)(=O)c1cccc(Nc2nc3ccccc3nc2NS(=O)(=O)c2ccc(Cl)cc2)c1 reads nt | ? | -5% | 14% | -12% | 14% | -34 | nt | nt
CC(=O)Nc1ccc(S(=O)(=O)N2CCN(CCC#N)CC2)cc1 reads 0% | -10% | -5% | 3% | -1% | 4% | -4 | -2% | 0%
CCCCNC(=O)/C=C1\Sc2ccccc2NC1=O reads 103%[activator] | -19% | 0% | 1% | 2% | 0% | -12 | 1% | 2%

Next part:
item | compound | Apoferritin bind | Pol eta inh | PGK inhibitor | APE1 inh | POLK inh
16 | O=[N+]([O-])c1ccc(O)c(/C=N/n2cnnc2)c1 | -3% | -9% | 11% | 14% | -17%
17 | Clc1ccccc1Cc1cn2cc(-c3ccccc3)nc2s1 | -8% | -10% | -2% | nt | -4%
18 | O=S(=O)(NCCc1ccccc1)c1ccc(Br)s1 | ? | 2% | -3% | 19% | -9%
19 | CCn1c(SCC(=O)NNC(=O)c2ccc(C)cc2)nnc1-c1ccncc1 | nt | -17% | -10% | nt | -2%
20 | O=C(c1ccccc1Cl)N1CCN(S(=O)(=O)N2CCCCC2)CC1 | 2% | -17% | i | 98%[activator][12.4 µM] | 6%
21 | CC(C)Nc1nc(Oc2ccc(Cl)cc2)cc(C(F)(F)F)n1 | -6% | -4% | -3% | -3% | -22%
22 | CNC(=O)Nc1ccccc1NC(=O)NC | -3% | -8% | i | 2% | 0%
23 | Cc1ccc(NC(=O)N2CCC(CN3CCC(C)CC3)CC2)cc1F | -8% | 9% | 1% | nt | 4%
24 | COc1ccc(C(=O)NCC2OCCc3ccccc32)cc1OC (stereo not given) | -4% | 6% | -9% | 11% | -4%
25 | Cc1ccc(CN2CC(C(=O)N3CCN(c4ccccc4Cl)CC3)CC2=O)cc1 (stereo not given) | nt | -25% | -9% | 3% | -7%
26 | CCCCCCCCCCCCCCCC(=O)OCC(NC(=O)C(Cl)Cl)C(O)c1ccc([N+](=O)[O-])cc1 (stereo not given) | -23% | nt | nt | ? | -18%[60.1 µM]
27 | Cc1ccc(-c2nn3c(=O)cc(CN4CCN(C(=O)c5ccc(C(C)(C)C)cc5)CC4)nc3s2)cc1 | 0% | -2% | 8% | nt | -8%[60.1 µM]
28 | CC(=O)C1CCC2C3CCC4CC(=O)CCC4(C)C3C(O)CC12C (stereo not given) | nt | -11% | -2% | nt | -18%
29 | COCCOC(=O)c1[nH]c2c(c1C)C(=O)CC(c1ccc(F)cc1)C2 (stereo not given) | -7% | -13% | -8% | -7% | -2%
30 | O=C(Cn1cnc2cc([N+](=O)[O-])ccc2c1=O)Nc1cccc(S(=O)(=O)N2CCCCC2)c1 | nt | ? | 1% | nt | -12%

item | Pol iota inh | RXFP1 antag | BLM inh | POLB inh
16 | 133%[activator] | 3 | 6% | 16%
17 | 6% | nt | 0% | 14%
18 | 131%[activator] | 0 | -9% | -19%
19 | 4% | -1 | nt | nt
20 | 156%[activator] | 9 | 0% | ?
21 | 10% | -10 | -12% | -11%
22 | 0% | 3 | -1% | 10%
23 | -21% | -11 | -1% | 9%
24 | -18% | 7 | -1% | 7%
25 | 38%[activator] | -5 | nt | nt
26 | nt | nt | -3% | nt
27 | 13% | nt | 0% | 2%
28 | 3% | 1 | nt | nt
29 | 5% | nt | 0% | ?
30 | 2% | 1 | nt | nt

(next part)
item | compound | Apoferritin bind | Pol eta inh | PGK inhibitor | APE1 inh | POLK inh
31 | Cc1ccc(Cn2nc(C)c(C(=O)NCC(c3cccs3)N3CCOCC3)c2Cl)cc1 (stereo not given) | nt | -25% | i | 42% | 2%
32 | CN1C(=S)SC(/[N+]([O-])=C/c2ccc(Cl)cc2)C1(C)C (stereo not given) | -11% | -8% | 3% | 5% | -11%
33 | CCOc1cc(/C=C/C(=O)c2ccc3c(c2)OCCO3)ccc1OCC(=O)N(C)C | 11% | -8% | 0% | -3% | -11%
34 | COC(=O)c1sc(C(F)(F)F)c(-c2ccccc2)c1S(=O)(=O)NC(C)(C)C | -19% | -9% | -1% | 14% | -14%
35 | COC(=O)c1[nH]c2ccccc2c1Sc1ccccc1 | 2% | -22% | nt | 28% | -1%
36 | Cc1cccc(N2CCN(Cc3oc(CO)cc(=O)c3O)CC2)c1C | -9% | -11% | 6% | 12% | 4%
37 | CC1C/C(=N/N=C2/NC(=O)CS2)CC(C)(C)C1 (stereo not given) | ? | -9% | -3% | 5% | -18%
38 | COc1ccc(CNC(=O)COC(=O)c2cc(S(=O)(=O)N3CCOCC3)ccc2O)cc1OC | nt | -15% | 3% | 10% | -5%
39 | Cc1oc(-c2ccc(C(=O)NCc3ccc(Cl)cc3)cc2)nc1CS(=O)(=O)c1ccccc1 | 5% | 5% | -6% | nt | -5%
40 | CC(OC(=O)Cn1cnc2c1c(=O)n(C)c(=O)n2C)C(=O)N(C)c1ccccc1 (stereo not given) | nt | 5% | -5% | 14% | -4%
41 | CC12CCC(=O)N1C(C(=O)OCC(=O)Nc1cccc(S(=O)(=O)N3CCCCCC3)c1)CS2 (stereo not given) | -8% | -16% | -6% | 2% | -3%
42 | COc1ccc(/C=N/N=C2/NC(=O)C(CC(=O)NC(C)C)S2)cc1 (stereo not given) | -4% | 3% | 6% | -8% | -9%
43 | COCCn1c(SCC(=O)Nc2sc(C)c(C)c2C#N)nnc1-c1ccc(OC)cc1 | ? | -8% | -3% | -7% | -7%
44 | COc1cccc(-c2cc(C(F)(F)F)c(C#N)c(=O)[nH]2)c1 | 173%[activator] | -12% | -4% | ? | 5%
45 | CC1=C(C(N)=O)C(c2ccccc2[N+](=O)[O-])n2ncnc2N1 (stereo not given) | 2% | 3% | nt | 8% | -1%
46 | COc1ccccc1NC(=O)C1=C(C)Nc2nc(-c3cccs3)nn2C1c1cccnc1 (stereo not given) | -5% | -14% | -11% | 9% | 9%
47 | Cc1cc(C)c2c(NC(=O)c3ccccc3)c(C(=O)Nc3ccc(F)cc3)sc2n1 | -8% | 5% | i | nt | -9%[60.1 µM]
48 | CN(CC(=O)Nc1cccc(F)c1)C(=O)CNS(=O)(=O)c1ccc(N(C)C)c([N+](=O)[O-])c1 | nt | -2% | 6% | -8% | -20%

item | Pol iota inh | RXFP1 antag | BLM inh | POLB inh
31 | 16% | -11 | nt | nt
32 | 8% | -3 | -4% | 3%
33 | 103%[activator] | -3 | 0% | 12%
34 | 3% | -2 | -10% | 4%
35 | 25% | -2 | -3% | 22%
36 | 26% | 4 | -3% | -2%
37 | 3% | -16 | -2% | 47%
38 | 3% | -17 | nt | nt
39 | -6% | -16 | -10% | ?
40 | 7% | 0 | nt | nt
41 | -12% | -4 | -1% | 10%
42 | 153%[activator] | -8 | 3% | 3%
43 | 4% | -4 | -1% | 0%
44 | 77%[activator] | -29 | 4% | 2%
45 | ? | 15 | -5% | ?
46 | 2% | -24 | -4% | 8%
47 | 1% | -13 | 1% | 6%
48 | 81%[activator] | -1 | nt | nt

Source: PubChem (National Center for Advancing Translational Sciences (NCATS))
